OXTR potentiate: human OXTR potentiation. 0.061% of 320,000 active. P30559. AID 2445. CHO-OTR cells, Fluo-8 calcium fluorescence, potentiator mode; 0% = oxytocin EC15, 100% = EC100. activation, % at 3 µM;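 active = activation above that plate's cutoff, the mean activation of tested compounds plus 3 SD, cut at about 6.6% in these data, passing the limit was not always enough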;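 also: 100% uses oxytocin at 75 nM as the full agonist control; some results filed as inactive read as strong as hits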
Target sequence (P30559 whole entry, looked up): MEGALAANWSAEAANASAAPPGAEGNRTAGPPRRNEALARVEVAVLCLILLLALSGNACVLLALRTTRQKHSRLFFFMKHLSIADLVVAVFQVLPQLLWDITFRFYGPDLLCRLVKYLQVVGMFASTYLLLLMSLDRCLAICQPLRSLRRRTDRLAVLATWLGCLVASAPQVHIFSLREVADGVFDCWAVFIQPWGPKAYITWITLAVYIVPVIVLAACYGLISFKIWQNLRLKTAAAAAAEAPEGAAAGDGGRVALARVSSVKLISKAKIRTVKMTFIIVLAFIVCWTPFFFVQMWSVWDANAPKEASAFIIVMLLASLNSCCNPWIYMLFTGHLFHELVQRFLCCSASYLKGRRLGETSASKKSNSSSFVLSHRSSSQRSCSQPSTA
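Assay system: CHO-OTR cells, human receptor / Also added: oxytocin at about EC15, sub-maximal agonist stimulus / Dosing: single dose, 3.0 µM nominal final compound concentration / Incubation: 6 min pre-incubation, 100 s read / Technique: Fluo-8 calcium dye fluorescence / Read-out: % activation vs EC15 and EC100 oxytocin / Benchmarks: EC15 oxytocin low, 75 nM oxytocin high / Replicates: singlicate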
CHO-K1 Ca antag: nonselective inhibitor or artifact in parental CHO-K1 cells. ATP-induced calcium, Fluo-8 fluorescence. inhibition, % at 3 µM. 0.6% of 360,000 active;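 active = inhibition above a per-plate cutoff, the plate's mean sample inhibition plus 3 SD, cut at about 24% in these data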;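 also: 0% = DMSO plus EC80 ATP and 100% = DMSO alone without ATP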
CHO-K1 Ca PAM: M1 PAM counterscreen hit in parental CHO-K1 cells. activation, % at 3 µM. ATP EC20, Fluo-8 calcium fluorescence; 0% at ATP EC20, 100% at ATP max. AID 602247. 0.02% of 360,000 active;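 active = activation above the run cutoff, the mean activation of all test compounds plus 3 SD, cut at about 40% in these data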;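 also: peak over basal fluorescence ratio in a 140 s read after ATP addition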
M1 ag: agonists of human M1 muscarinic receptor | P11229 | CHO-K1 hM1, Fluo-8 calcium fluorescence, agonist mode; 0% DMSO, 100% acetylcholine EC100 | activation, % at 3 µM | 0.33% of 360,000 active;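 active = activation above the run's mean compound activation plus 3 SD, cut at about 16% in these data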;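 also: peak over basal fluorescence ratio within a 140 s kinetic read after compound addition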
TAAR1 antag: human TAAR1 antagonism; Q96RJ0; CHO RD-HGA16 TAAR1, Fluo-8 calcium fluorescence, antagonist; inhibition, % at 3 µM; 1.5% of 360,000 active; AID 624466;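 active = inhibition above a per-plate cutoff, the mean inhibition of test compounds on that plate plus 3 SD, cut at about 49% in these data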;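 also: 0% = DMSO plus EC80 beta-PEA response and 100% = DMSO alone without agonist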
Target sequence (Q96RJ0 whole entry, looked up): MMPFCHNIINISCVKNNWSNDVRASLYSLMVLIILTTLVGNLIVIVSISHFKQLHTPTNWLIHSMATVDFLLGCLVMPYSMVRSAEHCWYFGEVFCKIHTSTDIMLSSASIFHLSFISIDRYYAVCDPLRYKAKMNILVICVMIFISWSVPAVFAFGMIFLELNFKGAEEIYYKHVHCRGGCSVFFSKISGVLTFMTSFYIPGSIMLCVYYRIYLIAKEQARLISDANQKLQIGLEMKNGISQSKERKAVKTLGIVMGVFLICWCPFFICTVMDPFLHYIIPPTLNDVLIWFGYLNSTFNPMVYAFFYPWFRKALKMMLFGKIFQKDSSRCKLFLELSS
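Assay system: RD-HGA16 CHO cells with stable hTAAR1 and Gα16 / Reagent: EC80 β-phenethylamine stimulus / Doses: 3 µM, single point / Timing: dye loading 75 min at 37 °C, then 30 min room temperature / Measured by: Fluo-8 intracellular calcium dye fluorescence, real-time kinetic reads / Controls: vehicle wells and EC80 agonist wells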
CHO-K1 Ca ag: counter-screen for M1 agonists: effect in parental CHO-K1 cells | Fluo-8 calcium fluorescence; scaled to maximal ATP response, vehicle zero | activation, % at 3 µM | 0.48% of 360,000 active | AID 602248; in the data active = activation above about 15%;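 also: untransfected CHO-K1 host cells lacking M1 receptor as counterscreen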
CHO parental Ca: counter-screen: ATP calcium response change in parental CHO cells | parental CHO-K1, ATP-induced calcium, Fluo-8 fluorescence | inhibition, % at 5.6 µM | 0.63% of 330,000 active | AID 463079;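 active = inhibition above that plate's mean sample inhibition plus 3 SD, cut at about 26% in these data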;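 also: 0% = ATP-challenged DMSO wells and 100% = DMSO wells without ATP; some compounds past the cut are filed as inactive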
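test system = CHO parental line | reagent = ATP stimulus | measured by = intracellular calcium via Fluo-8 no-wash fluorescent dye | control set = ATP and no-ATP DMSO wells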
TAAR1 agonist: agonists of human TAAR1 | CHO RD-HGA16 TAAR1, Fluo-8 calcium fluorescence; vehicle wells 0%, saturating PEA agonist 100% | activation, % at 3 µM | Q96RJ0 | 0.99% of 360,000 active;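 active = activation above the mean activation of all test compounds in the run plus 3 SD, cut at about 38% in these data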
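System: CHO-derived RD-HGA16 cells with stable Gα16 and human TAAR1. Times: 17-24 h plating, Fluo-8 75 min 37 °C, 30 min RT. Measured by: calcium-sensitive Fluo-8 signal, excitation 470-495, emission 515-575 nm. Read-out basis: % activation relative to PEA EC100 response. Control set: DMSO and PEA EC100. Repeats: no replicates (n 1).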
CHRM1 antagonist: human CHRM1 antagonism; CHO-K1 hM1, Fluo-8 calcium fluorescence, ACh EC80 antagonist; P11229; inhibition, % at 3 µM; 1.3% of 360,000 active;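 active = percent inhibition above its own plate's cutoff, namely the mean of that plate's compound wells plus 3 SD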;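 also: peak over basal fluorescence ratio during 140 s after agonist addition; 0% = ACh EC80 plus DMSO and 100% = DMSO alone without agonist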
An asterisk follows results filed as active; x = no result given.

SMILES	OXTR potentiate	CHO-K1 Ca antag	CHO-K1 Ca PAM	M1 ag	TAAR1 antag	CHO-K1 Ca ag	CHO parental Ca	TAAR1 agonist	CHRM1 antagonist
CC1(C(=O)N(CC(=O)NC2CCCC2)C2CCCC2)CC(=O)N=C2C=CC=CN21 (stereo not drawn)	-3	3	2	-5	3	0.1	-7	4	1
O=c1c2c(-c3ccccc3)csc2nc2n1CCC2	-5	-1	12	-6	-12	0.5	-7	4	-5
Cc1cc(C(=O)OC(C(=O)Nc2ccc(C)c(Cl)c2)c2ccccc2)c(C)o1 (stereo not drawn)	-8	-5	12	-4	-9	-0.1	11	1	5
Cc1oc(-c2ccccc2F)nc1CN1CCC(C(=O)NCc2cccs2)CC1	-1	-17	13	-7	8	0.6	-12	1	-13
O=C(Cn1nnc(-c2cccs2)n1)OC1CCCCC1	-2	5	-6	-6	-7	-0.1	6	9	-6
C=CCCC(=O)N(C)CCO	10	-16	7	-3	-5	0.5	-11	3	13
CCOc1ncccc1C(=O)Nc1nc(SC)ns1	-6	-22	21	-4	1	0.4	-16	7	-16
COc1cccc(OCc2cc(C(=O)N3CCN(C4CCCCC4)C(=O)C3)no2)c1	-7	-18	3	-4	1	8.7	-16	10	3
Cc1ccc(S(=O)(=O)CCC(=O)NCCN2C(=O)S/C(=C\c3ccccc3)C2=O)cc1	-11	13	0	1	55*	19*	-23	16	17
O=C(O)CCCN1C(=O)c2ccc(Oc3cccc([N+](=O)[O-])c3)cc2C1=O	-17	3	10	-8	-7	0.4	7	2	-3
CC(C)(C)N(Cc1ccccc1)C(=O)COC(=O)CN1C(=O)NC2(CCCC2)C1=O	-4	10	-3	0	-1	0.8	-16	1	-4
C#Cc1ccc([C@@H]2C=C(C(=O)N3CCOCC3)O[C@H](OCCCCO)C2)cc1	-8	0	11	-3	14	0.0	-8	11	-3
S=C(NCc1ccccc1)NC1CCSc2ccccc21 (stereo not drawn)	-16	-6	-6	-3	15	6.3	-3	-2	24
O=C(CSc1nnnn1-c1ccccc1)Nc1ccc(N2CCOCC2)cc1	-5	0	15	-2	10	0.9	-9	10	-8
COc1ccc(-n2nnc3c(=O)n(CC(=O)Nc4cc(C)on4)cnc32)cc1OC	3	-2	8	-4	-4	0.4	-2	2	2
O=C(C(=O)N1CCOCC1)c1cn(CCOc2ccccc2)c2ccccc12	-3	-5	5	-7	-11	5.0	-11	6	-1
C[C@]12CC[C@@H]3c4ccc(O)cc4C(=O)C[C@H]3[C@@H]1CC[C@@H]2O	-8	0	-1	2	3	1.7	6	6	-23
CCOC(=O)C(=CNc1cc(OC)ccc1-n1cccc1)C(=O)OCC	-9	7	2	-3	-30	1.7	-26	-2	-1
CCn1c(SCC(=O)Nc2ccc(C)cc2)nnc1-c1ccc(O)cc1	-2	13	-1	-3	-8	0.3	-6	16	2
CC1CC(C)CN(CCCNC(=O)c2ccc3c(c2)N(Cc2ccccc2)C(=O)c2ccccc2S3=O)C1 (stereo not drawn)	-13	4	-5	-6	-4	1.4	-19	6	15
CC(OCc1ccccc1)C(NC(=O)OC(C)(C)C)C(=O)NCC1CCCO1 (stereo not drawn)	-8	-6	17	-3	13	0.7	-19	2	-4
Cc1ccc(NC(=O)CC2C(=O)NC3CCCCC3N2C(=O)c2ccc(F)cc2)cc1C (stereo not drawn)	-1	-12	19	-2	-7	1.7	-20	13	3
CC(C)C(C)NC(=O)CN1C(=O)NC(C)(c2ccc3ccccc3c2)C1=O (stereo not drawn)	-12	2	7	3	-12	0.7	-14	4	-7
CC(=O)Nc1ccc(NC(=O)c2c([N+](=O)[O-])cnn2C)cc1	-5	-15	17	-4	3	0.9	-6	2	-14
CNC(=S)Nc1ccc2nc(C)oc2c1	-3	-1	12	-1	-41	0.1	-9	6	-4
COc1cc(NC(=O)c2ccccc2NS(=O)(=O)c2ccc(Cl)s2)cc(OC)c1	-12	21	4	-1	5	9.6	-8	5	14
COc1ccc(-n2nnc3c(SCC(=O)N4CCCc5ccccc54)ncnc32)cc1	8	-13	15	-2	-23	1.0	-7	1	-9
COC(=O)c1ccc([N+](=O)[O-])c(CS(=O)(=O)c2ccc(Cl)cc2)c1	1	-18	12	-4	-7	2.5	-8	-3	-5
CCOC(=O)[C@@H]1[C@H]2COc3ccc(Br)cc3[C@@H]2N2C(=O)N(c3cccc(F)c3)C(=O)[C@@]12C	-5	-7	7	-5	-6	-0.6	-13	8	16
O=C(COC(=O)CCS(=O)(=O)c1ccccc1)NC(=O)c1ccc(OC(F)F)cc1	-4	4	-2	-1	-10	0.1	0	5	-4
COc1cccc(NC(=O)Cn2c(=O)n(C)c(=O)c3sc4c(c32)COC(C)(C)C4)c1	-7	-7	14	-1	-4	0.7	-5	1	-3
COCc1cc(CN(C)C(=O)C2CCC(=O)N(Cc3cccc(OC)c3)C2)[nH]n1 (stereo not drawn)	-4	-13	18	0	-9	0.7	-1	2	-11
COc1ccccc1C(=O)N1CCN(Cc2c[nH]c3ccccc23)CC1	2	-12	12	-6	-8	3.5	-11	3	-3
CC(C)c1ccccc1OCC(O)CN1CCN(S(=O)(=O)c2ccc([N+](=O)[O-])cc2)CC1 (stereo not drawn)	-8	2	9	1	44	1.7	0	1	-16
COc1ccc(NC(=O)c2ccc(S(=O)(=O)N3CC(C)OC(C)C3)cc2)cc1 (stereo not drawn)	-3	-16	11	-1	10	0.3	-9	15	-8
Cn1c2ccccc2c2cnn(CC(=O)Nc3ccccc3Br)c(=O)c21	-1	3	9	-4	-17	-0.3	-33	2	-15
CCN(C(=O)N(CC)c1ccccc1)c1ccccc1	-5	-4	-11	-9	-14	-0.9	-15	-3	3
CC(C)CNC(=O)COC(=O)c1ccc(F)cc1Cl	-15	-4	-2	-3	1	0.4	-8	3	-1
O=S1(=O)CCC(NCC2CCCO2)C1 (stereo not drawn)	-2	-12	20	0	6	0.4	5	1	-13
CC(=O)NCCc1csc(-c2ccccc2)n1	-13	-13	15	-3	-22	0.4	-2	0	-15
COC(=O)c1nc2ccc(C)cn2c1F	0	8	22	1	-3	-0.1	-2	3	-5
COC(=O)C1=NN(c2ccc(OC)cc2)C2C(=O)N(c3ccccc3OC)C(=O)C12 (stereo not drawn)	-10	-15	18	-3	-28	1.0	2	6	-6
Cc1ccc(CNC(=O)c2nn(C)c3c2CS(=O)(=O)c2ccccc2-3)cc1	-7	-17	1	-3	-16	4.6	-7	0	-4
OCC[C@@H]1C[C@H](O)[C@@H](O)[C@]2(OCc3ccc(CO)cc32)O1	x	14	15	0	-8	0.1	x	0	-6
Cc1ccccc1C(=O)OCC(=O)NCC1COc2ccccc2O1 (stereo not drawn)	x	-8	-14	0	-19	0.0	x	1	-16
O=C1c2ccccc2C(=O)N1CCc1csc(-c2ccccc2)n1	6	-3	14	-5	16	1.1	-13	6	-12
COc1ccc(OC)c(N(CC(=O)NC2CCCCCC2)S(=O)(=O)c2ccc(C)cc2)c1	-14	-4	5	-3	28	-0.2	-10	1	-10
COc1ccc(CN(CC(=O)NCC2CCCO2)C(=O)CCC(=O)Nc2nccs2)cc1 (stereo not drawn)	-10	-1	-6	-4	-12	0.3	2	1	14
CC1=C(C(N)=O)C(c2ccccn2)n2nc(SCc3ccccc3Cl)nc2N1 (stereo not drawn)	-6	14	-7	-4	-2	-0.2	-11	12	-7
Cc1cc(C(=O)CCl)c(C)n1-c1ccon1	x	-13	18	-5	4	-0.3	x	2	-1
Cc1ccc(Nc2nc(-c3c(C)nc4ncccn34)cs2)cc1	-1	-13	23	-4	9	5.1	-26	14	-9
CCCSc1nnc(Sc2nnnn2-c2ccccc2)s1	1	11	4	-6	-11	0.1	-17	6	-5
COc1cc(CNc2ccc(C)c(C)c2)cc(OC)c1OC	-1	-14	17	-1	x	2.1	-18	x	-11
CN(Cc1ccccc1)C(=O)COc1ccccc1Cl	7	-8	10	-9	-1	0.0	-11	3	-14
CN1C(=O)C(O)(CC(=O)c2cccnc2)c2ccccc21 (stereo not drawn)	-5	-3	22	-4	0	2.0	-2	3	-11
CC1CCN(c2ccccc2NC(=O)c2ccc(C#N)cc2F)CC1	-5	11	-6	-1	-31	-0.6	-34	3	7
COc1ccc(S(=O)(=O)NC2CCCC2)cc1Cl	-4	-6	8	-5	-8	1.6	-9	3	-9
O=C(Nc1ccc(F)c(Cl)c1)C1CCCC1	5	3	7	-5	-13	0.8	-18	0	-4
CC(=O)N1CCc2cc(S(=O)(=O)CCC(=O)N3CCN(c4ccccc4F)CC3)ccc21	-8	-9	1	-3	4	6.0	-3	0	-7
COc1ccc2c(c1OC)C(=O)N(c1ccc(O)cc1)C2	1	-15	4	-2	-23	0.6	-10	0	-13

Structural class: the compounds so far containing bromine.
SMILES	OXTR potentiate	CHO-K1 Ca antag	CHO-K1 Ca PAM	M1 ag	TAAR1 antag	CHO-K1 Ca ag	CHO parental Ca	TAAR1 agonist	CHRM1 antagonist
CCOC(=O)[C@@H]1[C@H]2COc3ccc(Br)cc3[C@@H]2N2C(=O)N(c3cccc(F)c3)C(=O)[C@@]12C	-5	-7	7	-5	-6	-0.6	-13	8	16
Cn1c2ccccc2c2cnn(CC(=O)Nc3ccccc3Br)c(=O)c21	-1	3	9	-4	-17	-0.3	-33	2	-15

Further entries.
SMILES	OXTR potentiate	CHO-K1 Ca antag	CHO-K1 Ca PAM	M1 ag	TAAR1 antag	CHO-K1 Ca ag	CHO parental Ca	TAAR1 agonist	CHRM1 antagonist
c1cnc2ccc(C(c3nnnn3C3CCCC3)N3CCSCC3)cc2c1 (stereo not drawn)	-8	-11	22	-5	-27	0.3	-12	6	2
O=C(c1cc2c(c(-c3cccc(-c4ccncc4)c3)n1)[C@H](CCO)N(C(=O)c1ccc3c(c1)OCO3)C2)N1CCOCC1	x	14	-9	x	-5	-0.6	x	3	x
COc1ccc(S(=O)(=O)N2CCOC2CNC(=O)C(=O)NCCCn2ccnc2)cc1OC (stereo not drawn)	1	0	14	-9	-25	0.9	-11	3	-15
CCOC(=O)CN1N=C(c2ccc(C)cc2)CCC1=O	0	5	15	-2	-7	0.0	-18	-2	7
CCOC(=O)N1CCN(C(=O)c2cc3c(=O)n4cccc(C)c4nc3s2)CC1	-1	-1	-6	-3	-12	0.2	-8	-3	-2
O=C(CCCOc1ccc(Cl)cc1Cl)N/N=C/c1cccc([N+](=O)[O-])c1	-1	-1	10	-4	-3	0.0	-5	-1	-9

Compound activity deposited in PubChem BioAssay by The Scripps Research Institute Molecular Screening Center.

The order is random; about 4.2% have a hit in one of these screens.
